Source: PubChem BioAssay
Kir21 block = inhibitors of mouse Kir2.1 inward-rectifier potassium channel | P35561 | HEK293-Kir2.1, FluxOR thallium flux fluorescence; stronger effect = lower value | B-score at 10 µM | 0.85% of 310,000 active | AID 1672;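 active = fluorescence ratio B-score at or below minus 3 SD of library scores, with starting-brightness B-score within 2 SD, cut at about -4.2 in these data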;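 also: channel flux triggered by added potassium and thallium sulfate stimulus; B-score of peak minus minimum fluorescence over baseline after thallium stimulus; more negative B-score means stronger Kir2.1 block with less thallium influx; some compounds called inactive have numbers as strong as hits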
Target sequence (P35561 whole entry, looked up): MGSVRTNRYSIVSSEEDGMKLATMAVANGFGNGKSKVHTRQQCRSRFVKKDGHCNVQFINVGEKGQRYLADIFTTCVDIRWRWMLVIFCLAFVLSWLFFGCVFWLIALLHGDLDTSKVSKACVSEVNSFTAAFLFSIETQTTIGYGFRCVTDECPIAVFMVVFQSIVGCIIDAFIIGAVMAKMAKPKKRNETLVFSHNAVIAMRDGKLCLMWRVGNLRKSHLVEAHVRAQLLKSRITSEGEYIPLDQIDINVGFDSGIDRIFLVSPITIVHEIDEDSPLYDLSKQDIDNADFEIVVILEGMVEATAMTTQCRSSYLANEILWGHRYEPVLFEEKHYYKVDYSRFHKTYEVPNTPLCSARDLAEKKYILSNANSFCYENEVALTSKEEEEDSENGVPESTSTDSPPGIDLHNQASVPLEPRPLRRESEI
CHT inh = inhibits the human high affinity choline transporter. Q9GZV3. CHT-expressing cells, membrane potential dye, choline response; stronger effect = lower value. B-score at 10 µM. 0.86% of 310,000 active;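 active = B-score over 3 SD under the library average, and starting fluorescence ratio not unusually high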;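 also: choline stimulus applied at its EC90 after an EC20 pre-addition; B-score computed on integrated fluorescence ratio after choline addition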
Target sequence (Q9GZV3 whole entry, looked up): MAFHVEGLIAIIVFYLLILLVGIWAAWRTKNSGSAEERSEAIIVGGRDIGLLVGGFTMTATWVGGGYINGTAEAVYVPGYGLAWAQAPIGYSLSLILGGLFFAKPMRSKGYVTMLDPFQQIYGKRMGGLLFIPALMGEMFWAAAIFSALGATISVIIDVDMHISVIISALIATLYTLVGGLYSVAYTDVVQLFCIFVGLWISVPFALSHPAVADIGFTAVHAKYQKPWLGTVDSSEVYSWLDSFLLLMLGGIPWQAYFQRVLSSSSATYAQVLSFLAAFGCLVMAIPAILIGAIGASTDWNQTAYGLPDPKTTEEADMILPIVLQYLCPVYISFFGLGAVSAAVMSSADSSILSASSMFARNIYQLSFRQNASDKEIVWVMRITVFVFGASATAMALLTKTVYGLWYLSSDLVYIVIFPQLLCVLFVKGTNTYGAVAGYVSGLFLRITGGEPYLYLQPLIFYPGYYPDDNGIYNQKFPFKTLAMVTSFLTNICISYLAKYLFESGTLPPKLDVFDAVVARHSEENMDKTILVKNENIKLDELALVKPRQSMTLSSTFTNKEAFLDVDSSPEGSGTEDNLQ
KCNQ2 block = KCNQ2 channel blockers in CHO-K1 cells – cell-based, FluxOR thallium flux, B-score, primary screen (AID 2156); O88943; 20 min; stronger effect = lower value; B-score at 10 µM; 1.1% of 310,000 active;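 active = fluorescence ratio B-score at most minus 3 library SDs, with starting brightness B-score within 2 library SDs, cut at about -5.5 in these data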
Starred values were filed as active, the others as inactive; i = inactive.

smiles,Kir21 block,KCNQ2 block,CHT inh
O=C1C2CC=CCC2C(=O)N1CC(=O)N(Cc1ccccc1)C1CCS(=O)(=O)C1 (stereo not given),-1.87,i,i
CCOc1ccc(S(=O)(=O)NCCC(=O)NC2=NCCS2)cc1,1.52,i,i
CCCNC(=O)COc1ncnc2sc(C)c(C)c12,0.35,i,i
COc1ccc(CN2CCCC(C(=O)c3ccc(Cl)cc3)C2)cc1Cn1cccn1 (stereo not given),-2.83,i,i
NC(=O)C1CCN(C(=S)c2cccs2)CC1,-0.57,i,i
Cc1csc(NC(C)c2nc3cc(C(F)(F)F)ccc3n2CCCO)n1 (stereo not given),-0.02,i,i
O=C(O)Cn1cc(C(=O)c2cccs2)c2ccccc21,2.55,i,i
Cn1c(NN)nc2sc3c(c2c1=O)CCC3,0.67,i,i
CCOc1ccc(NC(=O)c2cc(S(=O)(=O)N3CCOCC3)cs2)cc1,0.04,i,i
COCCn1c(CCC(=O)O)nc2c1c(=O)[nH]c(=O)n2CC(C)C,2.28,i,i
CCSc1sccc1C1C(C#N)=C(N)N(c2cccnc2)C2=C1C(=O)CCC2 (stereo not given),1.44,i,i
COc1ccc(CCCc2nnc(SCC(=O)NN)o2)c(C)c1,2.26,i,i
O=C(CNC(=O)c1cccc(F)c1)OCC(=O)N1CCN(C(=O)c2ccco2)CC1,0.53,i,i
Cc1ccc2c(CC(=O)OCc3nc(N)nc(Nc4ccccc4C)n3)coc2c1,0.43,i,i
Cc1ccccc1N1CCN(Cc2nc(Cc3ccccc3F)no2)CC1,-0.01,i,i
CN(CC(=O)Nc1cc([N+](=O)[O-])ccc1Cl)Cc1ccc(Br)cc1,-2.55,i,i
NC(=O)N/N=C/c1ccccc1OC(=O)c1cc2ccccc2oc1=O,1.26,i,i
COc1cc(NS(=O)(=O)c2ccc3[nH]c(=O)[nH]c3c2)cc(OC)c1,-1.33,i,i
CSc1nc(=S)n(-c2ccc([N+](=O)[O-])cc2)c(C)c1C(C)=O,0.47,i,i
C/C(=N\NC(=O)c1nc(C)cc(C)n1)c1ccccc1,1.28,i,i
CCOc1ccc2nc(SCC(=O)NCC3CCCO3)c(C#N)cc2c1 (stereo not given),-0.25,i,i
O=C(Nc1ccccc1F)C1CCCN(S(=O)(=O)c2ccccc2)C1 (stereo not given),0.11,i,i
CCc1ccc(C(=O)NNc2cc(Cl)ccc2Cl)cc1,0.53,i,i
CC(=O)c1c(N2CCN(c3ccc(F)cc3)CC2)nc(=S)n(-c2ccccc2)c1C,-5.9,i,i
Cc1ccc(S(=O)(=O)NCC(=O)NCc2cc(=O)n(C)c(=O)n2C)cc1C,1.4,i,i
CN(CC(=O)NC1CCCc2ccccc21)S(=O)(=O)c1ccc2c(c1)c(=O)n(C)c(=O)n2C (stereo not given),0.35,i,i
OC(COc1ccc(Cl)cc1)CN1CCN(c2cccc(Cl)c2)CC1 (stereo not given),-0.39,i,i
CCCN(CCC)C(=O)CSc1ncccc1C(=O)O,-0.01,i,i
CCCc1cc(=O)oc2cc(C)cc(OC(C)C(=O)N[C@@H](Cc3c[nH]c4ccccc34)C(=O)O)c12 (stereo not given in full),-0.4,i,i
Nn1c(SCC(=O)N2CCOCC2)nnc1-c1ccc(Cl)cc1Cl,-2.27,i,i
O=C(CSc1cn(CCNC(=O)c2cccs2)c2ccccc12)NC1CCCCC1,0.25,i,i
Cc1ccc(-n2[nH]c(C)c(C=Nc3ccc(S(=O)(=O)Nc4nc(C)cc(C)n4)cc3)c2=O)c(C)c1,2.21,i,i
CCCOc1ccc(C(=O)C(CN2CCCC2)c2ccccc2)cc1 (stereo not given),-0.16,i,i
C/C(=N\NC(=S)Nc1cc(S(=O)(=O)N2CCOCC2)ccc1Cl)c1ccc(N2CCOCC2)cc1,1.08,i,i
CCc1ccc(-c2csc(NC(=O)C3=NN(c4ccccc4)C(=O)CC3)n2)cc1,-1.21,i,i
COc1nc(N)nc(CC(=O)C2CC2)n1,-0.95,i,i
O=C(Cn1cc(S(=O)(=O)Cc2cccc(F)c2)c2ccccc21)N1CCOCC1,0.1,i,i
O=C(O)CSc1nc(-c2ccc(Cl)cc2)nc2c1oc1ccccc12,1.96,i,i
COc1cc2c(cc1NC(=O)CCCCCN1C(=O)CCC1=O)oc1ccccc12,0.03,i,i
CCOc1ccc2ccccc2c1/C=N/NC(=O)c1cc(C)[nH]n1,0.95,i,i
Cc1cc(-c2nnc(SCC(=O)Nc3ccccc3C(F)(F)F)n2N)n[nH]1,0.86,i,i
Cc1ccc(NS(=O)(=O)c2ccc(-c3ccc(=O)[nH]n3)o2)cc1,0.98,i,i
Cc1ccc(S(=O)(=O)N/N=C/c2cccn2-c2ccc(Cl)cc2)cc1,-2.12,i,i
O=C(NNC(=O)c1ccccc1[N+](=O)[O-])c1ccc(NC(=O)c2ccccc2)cc1,0.69,i,i
O=C(O)CCC(=O)Nc1ccc(Br)cn1,0.03,i,i
O=C(Nc1ccc2c(c1)OCO2)C1CC(=O)N(c2ccc3c(c2)OCCO3)C1 (stereo not given),1.89,i,i
CCOC(=O)C1CCCN(C(=O)COc2ccccc2O)C1 (stereo not given),-0.3,i,i
Cn1cccc1C(=O)NC(=O)COC(=O)CC12CC3CC(CC(Br)(C3)C1)C2,0.63,i,i
CCOc1ccc(N/C(SC)=C(/C#N)C(N)=O)cc1,1.75,i,i
O=C(CSc1nc2c(sc3ccccc32)c(=O)n1CCCN1CCCC1)NCc1ccccc1,-1.32,i,i
COC(=O)c1sccc1NC(=O)Nc1ccc(OC)cc1OC,-0.4,i,i
CC(NC(=O)C1CCC1)c1ccc(Cl)cc1 (stereo not given),0,i,i
CN1CCN(CC(=O)NC23CC4CC(CC(C4)C2)C3)CC1,0.63,i,i
Cc1cnc(CN2CCCC(C(=O)c3ccc4c5c(cccc35)CC4)C2)[nH]1 (stereo not given),-1.23,i,i
Cc1cc(C)c(S(=O)(=O)N2C=CC(C(F)(F)F)=NCC2)c(C)c1,-0.7,i,i
Cc1ccc(NC(=S)N(CCC(C)C)C(C)c2ccncc2)c(Cl)c1 (stereo not given),0.34,i,i
CC(C)Cn1c(-c2cc(Br)ccc2F)nc2c1c(=O)[nH]c(=O)n2CC(C)C,0.01,-6.46*,i
O=C(Cc1cccc2ccccc12)N/N=C/c1ccc2cccc(O)c2n1,0.83,i,i
COc1ccc2[nH]c(C)c(CCNC(=S)Nc3cc(C)ccc3C)c2c1,-0.95,i,i
COc1ccc(NS(=O)(=O)c2cc(NC(=O)Cn3cnc4c3c(=O)n(C)c(=O)n4C)ccc2C)cc1,0.35,i,i

Molecules from the list above with a nitro group on carbon, in the order listed:
smiles,Kir21 block,KCNQ2 block,CHT inh
CN(CC(=O)Nc1cc([N+](=O)[O-])ccc1Cl)Cc1ccc(Br)cc1,-2.55,i,i
CSc1nc(=S)n(-c2ccc([N+](=O)[O-])cc2)c(C)c1C(C)=O,0.47,i,i
O=C(NNC(=O)c1ccccc1[N+](=O)[O-])c1ccc(NC(=O)c2ccccc2)cc1,0.69,i,i

Following part.
smiles,Kir21 block,KCNQ2 block,CHT inh
O=S(=O)(Nc1nc2ccccc2s1)c1ccc(Cl)s1,0.02,i,-5.21*
CCOc1ccc(N(C(C)=O)c2nc(C)cc(C)c2C#N)cc1,-2.07,i,i
Cc1ccc(OCC(=O)c2c[nH]c3ccccc23)c([N+](=O)[O-])n1,-0.78,i,i
COC(=O)c1ccc(NC(=O)c2ccccc2NS(C)(=O)=O)cc1,2.59,i,i
C=CCn1cc(-c2ccccc2)cc(C#N)c1=O,0.01,i,i
CN(C)Cc1c(C(=O)N/N=C/c2ccoc2)nnn1-c1nonc1N,-0.29,i,i
O=C(CCC(=O)N1CCOCC1)NCCc1ccc(Cl)cc1Cl,0,i,i
Cc1ccc(S(=O)(=O)N2CCC(C)CC2)c([N+](=O)[O-])c1,-0.92,i,i
COc1cc(OC)c(C2C(C(=O)N3CCOCC3)=C(C)NC3=C2C(=O)CC(C)(C)C3)cc1OC (stereo not given),-0.37,i,i
CC(=O)Nc1ccc(NC(=O)C2CC(=O)Nc3ncnn32)cc1 (stereo not given),1.53,i,i
CCc1ccc(NC(=O)c2cccc(NC3=NC4CS(=O)(=O)CC4S3)c2)cc1 (stereo not given),-0.5,i,i
CCN1CCCC(Sc2nc3c([nH]2)c(=S)n(C)c(=O)n3C)C1 (stereo not given),-1.5,i,i
COc1ccc(-c2c(N)nnc3c2[nH]c2ccccc23)cc1OC,0.66,i,i
O=C1/C(=C/c2ccccc2)N=C(N2CCOCC2)N1c1cccc(Cl)c1,-0.6,i,i
COc1ccc(CCNC(=O)Nc2cccc([N+](=O)[O-])c2)cc1,0.21,i,i
CCOC(=O)C1CCN(c2c(NC3CCCc4ccccc43)c(=O)c2=O)CC1 (stereo not given),-1.85,i,i
O=C(CCc1ccc(S(=O)(=O)N2CCOCC2)cc1)Oc1ccccc1,-0.65,i,i
CC(=O)Nc1ccc(C(=O)OCc2ccc(Cl)cc2)cc1,-1.86,i,i
CCOC(=O)c1sc2nc(C)nc(NCc3ccc(F)cc3)c2c1C,0.55,i,i
CCCn1nnc(NC(=O)c2cccc(OCc3ccccc3)c2)n1,-0.72,i,i
C[C@H](NC(=O)c1nc[nH]c1C(=O)NCc1ccccc1)C(=O)OCc1ccccc1,0.68,i,i
Cc1c(C(=O)NN)sc(-c2ccccc2)c1C#N,-2.02,i,i
Cc1cc(C(=O)Nc2cc(S(C)(=O)=O)ccc2Cl)no1,1.49,i,i
CC(C)CC(c1nnnn1C(C)C)N1CCN(C(=O)c2ccco2)CC1 (stereo not given),-2.23,i,i
N#C/C(=C(/O)COC(=O)COc1ccc(Cl)cc1)c1nc2ccccc2[nH]1,-1.23,i,i
O=C1c2ccncc2C(=O)N1C1CCCCC1,0.98,i,i
COC(=O)C1=C(C)Nc2ncnn2C1c1ccco1 (stereo not given),0.74,i,i
CC(=O)c1c(C(C)=O)c(C)n(-c2cccc3cccnc23)c1C,0.57,i,i
COc1cc(NC(=O)c2cc(-c3cccc(O)c3)on2)cc(OC)c1OC,0.9,i,i
COc1ccc(CCC(=O)Nc2cc([N+](=O)[O-])ccc2OC)cc1,0.12,i,i
CCNC(=O)CN1C(=O)NC(Cc2ccccc2)(Cc2ccccc2)C1=O,0.08,i,i
O=C(/C=C/c1ccc(S(=O)(=O)NCc2ccco2)cc1)NCc1cccc(Cl)c1,-1.34,i,i
Cc1cccc(Nc2ncccc2C(=O)O)c1C,0.75,i,i
Cc1noc(C)c1C(=O)Nc1sc(C)c(C)c1C#N,2.18,i,i
CCC1CCCCN1CCCNC(=O)CN1C(=O)COc2ccc(S(=O)(=O)N3CCOCC3)cc21 (stereo not given),-0.41,i,i
Cn1cnc2c1c(=O)n(Cc1ccccc1)c(=O)n2C,0.48,i,i
Cc1ccc(SCc2nc3ccccc3n2CC(=O)Nc2c(C)cccc2C)cc1,-0.26,i,i
COc1ccc(/C=N/NC(=O)c2nonc2C)cc1,-0.16,i,i
CSc1nc2ccc3nc(NC(=O)c4cccs4)sc3c2s1,-0.81,i,i
COc1cc(OC)c(OC)cc1/C=N/Nc1ncnc2c1[nH]c1ccc(C)cc12,-0.58,i,i
CCCOc1ccccc1C1CC(=O)NC(C)=C1C(=O)OCC(C)C (stereo not given),0.11,i,i
COC(=O)c1ccccc1N/C=C1\CCc2c(c(C)nn2-c2ccccn2)C1=O,2.26,i,i
C1=C(CCNc2ncnc3nc[nH]c23)CCCC1,-0.01,i,i
COC(=O)Cn1c2c(c3cc(C)ccc31)CCCC2NC(C)c1ccccc1 (stereo not given),-1.81,i,i
COCCNC(=O)c1ccc2c(c1)S(=O)(=O)c1ccccc1C2=O,-0.14,i,i
Clc1cccc(N2CCN(c3ncnc4nc[nH]c34)CC2)c1,-1.88,i,i
CCNc1oc(-c2ccccc2F)nc1S(=O)(=O)c1ccccc1,-0.12,i,i
CC12CC(NC(=O)N1CCc1ccccc1)c1ccccc1O2 (stereo not given),1.25,i,i
CCN(C(=O)CN1C(=O)S/C(=C\c2ccccc2OC)C1=O)C1CCS(=O)(=O)C1 (stereo not given),-0.21,i,i
COc1ccc(NC(=S)N2CCC(Cc3ccccc3)CC2)cc1,-1.12,i,i
CCN1CCN(Cc2ccc(NC(=O)c3ccc(C)c(NC(=O)C(=O)c4c[nH]c5ccccc45)c3)cc2C(F)(F)F)CC1,0.05,-7.83*,i
Cc1ccccc1N=Nc1c(O)[nH]c2ccccc12,0.59,i,i

A run of entries from further up, as a working copy:
smiles,Kir21 block,KCNQ2 block,CHT inh
Cc1cc(-c2nnc(SCC(=O)Nc3ccccc3C(F)(F)F)n2N)n[nH]1,0.86,i,i
Cc1ccc(NS(=O)(=O)c2ccc(-c3ccc(=O)[nH]n3)o2)cc1,0.98,i,i
Cc1ccc(S(=O)(=O)N/N=C/c2cccn2-c2ccc(Cl)cc2)cc1,-2.12,i,i
